From PubChem BioAssay
hIAP activ – human IAP activation | P09923 | purified human IAP, CDP-Star luminescence, 30 min; hits give high values; 1 = vehicle-only enzyme, 0 = enzyme-free background | activation factor at 10 µM | 0.16% of 330,000 active | AID 2524;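 active = activation factor of the enzyme at least 2-fold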; note: the source names both 10 and 20 µM as test concentration; values of inactives mirror those of a sister screen read the other way
APOBEC3A inh – inhibitors of human APOBEC3A DNA deaminase | P31941 | recombinant A3A, FAM/TAMRA ssDNA deamination fluorescence | inhibition, % at 20 µM | 0.41% of 330,000 active | AID 493011;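 active = at least 40% inhibition at 20 µM here, with at most 30% in a related deaminase screen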;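 note: plate controls were A3A with DMSO for no effect and wells lacking A3A enzyme for full effect; some results filed as inactive read as strong as hits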
Target sequence (P31941 whole entry, looked up): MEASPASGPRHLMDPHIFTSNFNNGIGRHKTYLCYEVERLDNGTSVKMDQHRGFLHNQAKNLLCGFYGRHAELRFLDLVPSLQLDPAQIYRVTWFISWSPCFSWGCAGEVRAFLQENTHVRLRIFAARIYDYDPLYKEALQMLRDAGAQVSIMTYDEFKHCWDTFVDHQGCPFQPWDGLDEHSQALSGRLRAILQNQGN
SENP1 inh – blocks the human SENP1 SUMO protease catalytic domain; recombinant SENP1 catalytic domain, CyPet-SUMO1-YPet FRET cleavage; inhibition, % at 10 µM; 0.21% of 360,000 active;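 active = inhibition at least 30% at 10 µM, raw YFP signal under a set limit, fluorescence ratio 0.5 to 1.5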;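 note: 0% = enzyme with DMSO and 100% = no enzyme wells; some results filed as inactive read as strong as hits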
Target sequence (Q9P0U3 419-644 limits assumed): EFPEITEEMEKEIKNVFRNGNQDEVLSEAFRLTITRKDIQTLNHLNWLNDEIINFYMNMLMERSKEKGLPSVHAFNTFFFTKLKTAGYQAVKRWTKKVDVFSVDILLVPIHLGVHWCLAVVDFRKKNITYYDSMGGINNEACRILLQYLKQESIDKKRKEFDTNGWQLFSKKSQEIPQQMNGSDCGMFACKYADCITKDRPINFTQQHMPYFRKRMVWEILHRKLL
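System: Recombinant human SENP1 catalytic domain, His6-tagged | Incubation: Enzyme reaction for 50 min at room temperature, dark | Medium: Tris pH 8 with BME, BSA, NP40 and catalase | Also added: 25 nM SUMO1 FRET substrate | Compound: 10 µM single point, 0.5% DMSO | Measured by: FRET fluorescence in CFP and YFP emission channels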
mIAP activ – mouse IAP activation | muIAP, CDP-Star luminescence, 30 min; hits give high values; 1 = vehicle-only enzyme signal, 0 = enzyme-free wells | activation factor at 10 µM | 0.24% of 330,000 active | AID 2805;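 active = activation factor of at least 2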; note: the source names both 10 and 20 µM as test concentration; values of inactives mirror those of a sister screen read the other way
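System: mouse IAP enzyme. Reagent: CDP-Star chemiluminescent phosphatase substrate. Benchmarks: DMSO wells, no-enzyme wells. Times: 30 min enzyme-substrate-compound incubation at room temperature. Detection: luminescence from enzymatic CDP-Star hydrolysis. Doses: test compounds delivered from DMSO solution.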
APOBEC3G inh – inhibitors of human APOBEC3G DNA deaminase | recombinant A3G, ssDNA deamination FAM/TAMRA fluorescence | inhibition, % at 20 µM | 0.28% of 330,000 active | AID 493012;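 active = inhibition of at least 40% at 20 µM, with no more than 30% in the related APOBEC3A deaminase screen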;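 note: plate controls were DMSO wells with A3G for no effect and wells lacking A3G enzyme for full effect; some compounds called inactive have numbers as strong as hits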
Target sequence (Q9HC16 whole entry, looked up): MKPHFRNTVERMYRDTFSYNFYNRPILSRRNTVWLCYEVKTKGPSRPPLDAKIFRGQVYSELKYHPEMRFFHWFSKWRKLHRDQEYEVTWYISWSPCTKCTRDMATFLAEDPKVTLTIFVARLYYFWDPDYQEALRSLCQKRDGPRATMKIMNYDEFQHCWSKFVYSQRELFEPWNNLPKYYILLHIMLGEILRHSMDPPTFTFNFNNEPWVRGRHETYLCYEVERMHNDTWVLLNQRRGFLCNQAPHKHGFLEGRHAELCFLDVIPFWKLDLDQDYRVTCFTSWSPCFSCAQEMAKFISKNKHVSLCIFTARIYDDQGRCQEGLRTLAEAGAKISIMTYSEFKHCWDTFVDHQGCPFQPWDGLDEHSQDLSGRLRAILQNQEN
hIAP inh – human IAP inhibition; P09923; purified IAP, CDP-Star luminescence, 30 min; inhibition, % at 10 µM; 0.12% of 330,000 active;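 active = inhibition reaching a set limit with compound at 10 µM in the primary screen, cut at about 35% in these data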;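 note: plate controls were DMSO wells with enzyme for no effect and no-enzyme buffer wells for full effect; values of inactives mirror those of a sister screen read the other way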
NLRP3 yeast inh – blocks the NALP3 inflammasome reconstituted in yeast | inhibition, % at 10 µM | Yeast reconstituted NLRP3/ASC/caspase-1, beta-gal luminescence, 24 h | 0.39% of 330,000 active;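 active = inhibition of 50% or more; inactive = inhibition below 50%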;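 note: plate controls were induced DMSO wells for no effect and uninduced yeast grown without galactose for full effect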
mIAP block – blocks mouse intestinal alkaline phosphatase. purified mouse IAP, CDP-Star luminescence, 30 min. inhibition, % at 10 µM. 0.2% of 330,000 active;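 active = inhibition of at least 40% at 10 µM in the primary screen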;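 note: plate controls were DMSO with enzyme for no effect and no enzyme wells for full effect; values of inactives mirror those of a sister screen read the other way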
MIN6 prolif – MIN6 beta-cell proliferation induction. MIN6 cells proliferation, ATPlite luminescence, 48 h; cells starved in 0.2% serum; 100% = growth in 10% serum. proliferation, % at 10 µM. 0.29% of 330,000 active;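 active = compounds whose signal lies at least 3.5 SD above the mean of all wells on their plate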;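 note: 0% = DMSO-treated cells in low-serum medium and 100% = 10% serum control; some compounds called inactive have numbers as strong as hits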
* = called active by the depositor; · = no result given; & = joins results of further samples. A portion of the library (hit frequency here may not be typical).

SMILES | hIAP activ | APOBEC3A inh | SENP1 inh | mIAP activ | APOBEC3G inh | hIAP inh | NLRP3 yeast inh | mIAP block | MIN6 prolif
O=C(CSc1ncnc2c1cnn2CCO)Nc1cccc(C(F)(F)F)c1 | 0.97 | -1 | -5 | 0.96 | -5 | 3 | 13 | 4 | -3
CC1CCC(NC(=O)C2CC(=O)N(c3ccc4c(c3)OCCO4)C2)CC1 (configuration not stated) | 0.95 | 1 | 1 | 0.98 | -3 | 5 | 20 | 2 | -4
CCCN1CCN(C(=O)CCCNC(=O)c2ccc(Cl)cc2)CC1 | 0.91 | -2 | 0 | 0.97 | -10 | 9 | 3 | 3 | -1
Cc1cc(C(=O)C(C)OC(=O)C2=NNC(=O)CC2)c(C)n1-c1ccc(OC(F)F)cc1 (configuration not stated) | 1.1 | 2 | 0 | 0.98 | -1 | -11 | 15 | 2 | -6
CN1CCc2c(sc3nc(SCC(=O)N4CCOCC4)n(-c4ccc(Cl)cc4)c(=O)c23)C1 | 1.1 | -7 | -83 | 0.75 | -7 | -7 | 8 | 25 | -6
O=C(CC1SC(=Nc2ccc(O)cc2)NC1=O)Nc1ccccc1 (configuration not stated) | 1 | -1 | 3 | 0.99 | -3 | -2 | -4 | 1 | 3
O=C(c1ccc(Cl)cc1)N1CCN(c2ncccn2)CC1 | 1 | -1 | 5 | 1 | -8 | -2 | 33 | 0 | -3
CCCN(C(=O)c1ccco1)c1nnc(-c2cccc(C)c2)s1 | 0.9 | 1 | -1 | 0.93 | 65* | 10 | 17 | 7 | 0
CC1CCN(CCCCOc2ccccc2F)CC1 | 0.93 | -5 | 1 | 0.94 | -8 | 7 | 21 | 6 | -2
CCOC(=O)c1cc2sccc2n1CCCN1C(=O)c2ccccc2C1=O | 0.86 | 0 | 0 | 0.89 | 3 | 14 | 28 | 11 | 1
COC(C(=O)Nc1cccc([N+](=O)[O-])c1)c1ccccc1 (configuration not stated) | 1 | 3 | 1 | 1 | 0 | -1 | -20 | 0 | -4
COc1ccc(-c2nsc(SCC(=O)NCC3CCCO3)n2)cc1 (configuration not stated) | 0.89 | -3 | 1 | 1.1 | -9 | 11 | 1 | -13 | -2
OCC[C@H]1C[C@H](O)[C@@H](O)[C@]2(CCCO2)O1 | 0.91 | -1 | 3 | 1 | -9 | 9 | 19 | -3 | 1
CCSC1=C(C#N)C(c2ccc(C)o2)CC(=O)N1 (configuration not stated) | 1.1 | -8 | -1 | 1.1 | -3 | -9 | -14 | -5 | 2
Cc1ccc(-n2ncc3c2CCCC3NC(=O)c2csnn2)cc1C (configuration not stated) | 1.1 | -3 | 1 | 0.86 | -5 | -8 | 24 | 14 | -5
Cc1noc(C)c1S(=O)(=O)Nc1ccc(C(=O)N2CCC(C)CC2)cc1 | 1.1 | -5 | · | 1.1 | -5 | -12 | 16 | -7 | 0
O=C(NN1C(=O)/C(=C/c2ccc(O)c(O)c2)SC1=S)c1ccccc1 | 0.31 | 1 | 32 | 0.56 | -1 | 69* | 45 | 44* | 0
Cn1nc(C(=O)NCc2cccs2)c2ccccc2c1=O | 1.1 | 5 | 0 | 0.99 | -6 | -11 | 4 | 1 | -2
Cc1nnc(NC(=O)C(C)Oc2ccc3c(C)cc(=O)oc3c2)s1 (configuration not stated) | 1.1 | -7 | -5 | 0.96 | -8 | -7 | 1 | 4 | -2
CC(C)CCn1nnnc1C(c1ccccc1)N1CCC(C(N)=O)CC1 (configuration not stated) | 1.1 | 1 | -5 | 1.1 | -3 | -12 | -7 | -7 | -2
Cc1ccc2nc(-c3cccc(SC4CCCCC4)c3)c(NC3CCCCC3)n2c1 | 0.93 | 2 | -43&-30 | 1.1 | -2 | 7 | 26 | -14 | -6
C/C(CC(=O)Nc1cccc(Cl)c1Cl)=N\NC(=O)c1ccccc1C | 1.1 | -3 | -1 | 0.84 | -6 | -7 | 20 | 16 | -2
c1ccc(C(c2ccccc2)N2CCN(c3nc4ccccc4n4cnnc34)CC2)cc1 | 0.97 | 0 | · | 0.97 | -5 | 3 | 10 | 3 | -4
CC1CCCC(NC(=O)CCS(=O)(=O)c2ccc3c(c2)NC(=O)CS3)C1C (configuration not stated) | 1.2 | -3 | 3 | 0.95 | -6 | -16 | 10 | 5 | -1
CN(C)c1nc(OCCNC(=O)Nc2ccccc2)nc(N2CCOCC2)n1 | 0.88 | 0 | 1 | 0.96 | -1 | 12 | 20 | 4 | -3
(cont.)
SMILES | hIAP activ | APOBEC3A inh | SENP1 inh | mIAP activ | APOBEC3G inh | hIAP inh | NLRP3 yeast inh | mIAP block | MIN6 prolif
Cc1coc(C)c1C(=O)CC1(O)C(=O)N(Cc2ccccc2)c2ccccc21 (configuration not stated) | 1 | 5 | -10 | 0.96 | 1 | -1 | 7 | 4 | -4
Nc1nnc(SCC(=O)c2ccc3c(c2)NC(=O)CO3)s1 | 1.1 | 0 | 4 | 0.94 | -6 | -6 | -3 | 6 | -1
O=C(O)c1ccc(NS(=O)(=O)/C=C/c2ccccc2)cc1 | 1.2 | -9 | 1 | 1.1 | -9 | -19 | 9 | -10 | 0
Cc1cc(C)c(CSc2ncnc3nc[nH]c23)c(C)c1 | 1.5 | 53* | 2 | 0.92 | 9 | -55 | 12 | 8 | 1
CC(C)(C)C(=O)Nc1nc(NC(=O)C(C)(C)C)nc(-c2ccccc2Cl)n1 | 0.92 | -3 | 1 | 1 | -10 | 8 | 2 | -1 | -2
CCC(=O)Nc1sc2c(c1C#N)CC(C)(CC)OC2 (configuration not stated) | 1.1 | 5 | 2 | 1.1 | 0 | -6 | -2 | -8 | -3
CN(Cc1cccc(F)c1)C(=O)CNS(=O)(=O)c1ccc2ccccc2c1 | 0.97 | -2 | 2 | 0.87 | -12 | 3 | 14 | 13 | 3
CN(Cc1ccccc1)c1ccc(N2C(=O)CCCC2=O)cc1[N+](=O)[O-] | 0.95 | -7 | 1 | 1 | -3 | 5 | 21 | -1 | -2
COc1ccccc1OCCn1c(=O)oc2ccc(C)cc21 | 0.86 | 3 | 2 | 0.97 | -9 | 14 | 1 | 3 | 2
C[C@H]1CC[C@]2(O[C@@H](CCO)C[C@@H](O)[C@@H]2O)O1 | 0.88 | 2 | 3 | 0.94 | -9 | 12 | 4 | 6 | -2
COc1ccc(-c2nc(N)ncc2-c2csc(C)n2)c(O)c1OC | 0.95 | 3 | 1 | 1.1 | -1 | 4 | 1 | -6 | 1
CC(C)NC(=O)C(OC(=O)c1ccccc1)C(OC(=O)c1ccccc1)C(=O)O (configuration not stated) | 1 | -5 | 1 | 0.97 | -5 | -5 | 10 | 3 | -2
CC(=O)Nc1ccc(S(=O)(=O)N(CC(=O)NC2CC2)Cc2ccccc2)cc1 | 1.1 | -2 | 2 | 1 | -7 | -10 | 3 | -2 | -3
O=S(=O)(NC12CC3CC(CC(C3)C1)C2)c1ccc(F)cc1 | 0.97 | -3 | -1 | 0.95 | -6 | 3 | 32 | 5 | -2
COc1cc(-c2ccc3oc(-c4ccsc4)cc(=O)c3c2)cc(OC)c1OC | 0.9 | 2 | 2 | 0.93 | -2 | 10 | 23 | 7 | -6
O=C(COc1ccc(Cl)cc1Cl)Nc1ccccn1 | 1.1 | 7 | -1 | 1.1 | -1 | -6 | 16 | -9 | -6
CCc1ccc(C)[n+](CC(=O)c2cccs2)c1 | 0.91 | -5 | 0 | 0.96 | -9 | 9 | 7 | 4 | -3
CCC1CCCCN1S(=O)(=O)c1ccc(NC(=O)C2CCCO2)cc1 (configuration not stated) | 1.1 | -1 | -1 | 0.98 | -1 | -8 | 8 | 2 | 1
O=C(Nc1nnc(CCN2CCCCC2)s1)c1ccccc1 | 1 | 6 | 1 | 1.1 | -7 | -4 | 6 | -8 | 2
Cc1cc(C)cc(COc2ccc3c(C)c(CC(=O)O)c(=O)oc3c2C)c1 | 1 | 0 | -5 | 0.94 | -9 | -4 | 11 | 6 | 1
O=C1CCCC(O)=C1C=Nc1ccc(O)cc1 | 1.1 | -4 | -50 | 0.96 | -1 | -8 | 11 | 4 | -6
C=CCn1c(SCc2nc3sc(C(=O)O)c(C)c3c(=O)[nH]2)nnc1-c1ccccc1 | 0.85 | 2 | 2 | 0.95 | -3 | 14 | 5 | 5 | 1
CC1(CC(=O)N/N=C/c2ccc(-c3ccc(C(=O)O)cc3)o2)OCCO1 | 0.96 | -3 | -1 | 0.9 | -4 | 4 | -1 | 10 | -3
CCCOc1ccc(/C=C2\SC(N)=NC2=O)cc1OC | 1.5 | -2 | -7 | 0.98 | -8 | -47 | 19 | 2 | -1
COc1ccc(NC(=O)c2ccc(NC(=O)C(C)C)cc2)c([N+](=O)[O-])c1 | 1.1 | -7 | 21 | 0.91 | -7 | -14 | 9 | 9 | -1

Exported tab-delimited: part of the list above.
structure	hIAP activ	APOBEC3A inh	SENP1 inh	mIAP activ	APOBEC3G inh	hIAP inh	NLRP3 yeast inh	mIAP block	MIN6 prolif
CCC(=O)Nc1sc2c(c1C#N)CC(C)(CC)OC2 (configuration not stated)	1.1	5	2	1.1	0	-6	-2	-8	-3
CN(Cc1cccc(F)c1)C(=O)CNS(=O)(=O)c1ccc2ccccc2c1	0.97	-2	2	0.87	-12	3	14	13	3

(cont.)
SMILES | hIAP activ | APOBEC3A inh | SENP1 inh | mIAP activ | APOBEC3G inh | hIAP inh | NLRP3 yeast inh | mIAP block | MIN6 prolif
CN(CCn1ccnc1)Cc1cn(Cc2ccccc2)nc1-c1ccc2c(c1)OCO2 | 1.2 | 0 | 1 | 0.98 | -1 | -19 | 18 | 2 | 2
Cc1noc(C)c1C(=O)NCCc1ccc(S(N)(=O)=O)cc1 | 1.1 | 0 | 1 | 0.93 | -4 | -13 | 6 | 7 | -1
CC(C)NC(=O)C(c1ccc(F)cc1)N(C(=O)CCC(=O)Nc1ccccn1)C1CCCC1 (configuration not stated) | 0.94 | 1 | 0 | 1.1 | 2 | 6 | 8 | -15 | 0
O=C1C=C(c2cccc(O)c2)C[C@@H](c2ccc(F)cc2)C1 | 1.1 | 1 | 1 | 1.1 | -7 | -8 | 0 | -7 | -2
CCOCCn1c(-c2ccccc2)nc2ccccc21 | 0.9 | 2 | 1 | 0.98 | 0 | 10 | 20 | 2 | -1
COC(=O)c1sccc1NC(=O)c1ccc(C#N)cc1 | 0.91 | 11 | -1 | 0.88 | -2 | 9 | 9 | 12 | 2
O=C(NC1CCSc2ccccc21)c1ccccc1Cl (configuration not stated) | 0.99 | -3 | -1 | 1.1 | -4 | 1 | 4 | -8 | -1
CCCCCCNCc1ccc(Br)cc1 | 1.2 | -1 | 3 | 0.96 | -5 | -22 | 30 | 4 | -2
CCOc1ccc(NC(=O)NCc2cccn2C)cc1 | 0.89 | -4 | 2 | 0.92 | -9 | 11 | 21 | 8 | -4
O=C(NCCCN1CCCC1=O)Nc1ccc(Cl)cc1Cl | 1.1 | -3 | -2 | 0.91 | -2 | -13 | 2 | 9 | -2
C=CCn1c(=O)c2ccccc2n2nnc(C(=O)OCC)c12 | 0.94 | -1 | 1 | 0.97 | -10 | 6 | 14 | 3 | -1
CC1CSc2ccccc2NC1=S (configuration not stated) | 0.88 | -5 | -8 | 0.98 | -5 | 12 | -17 | 2 | 0
COc1ccc(Cl)c2sc(N(CCN(C)C)C(=O)CCS(=O)(=O)c3ccc(C)cc3)nc12 | 0.94 | 10 | 2 | 1 | 0 | 6 | 5 | -4 | 1
